# GPR151 activ: activators of human GPR151, primary screen, cell-based, PathHunter beta-arrestin, luminescence | PathHunter beta-arrestin GPR151 cells | activation, % at 11.2 µM | hit rate 1% among 650,000; in the data active means activation above about 4.9%;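 further: 0% = median of compound wells and 100% = cells with positive control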
# Target sequence (Q8TDV0 whole entry, looked up): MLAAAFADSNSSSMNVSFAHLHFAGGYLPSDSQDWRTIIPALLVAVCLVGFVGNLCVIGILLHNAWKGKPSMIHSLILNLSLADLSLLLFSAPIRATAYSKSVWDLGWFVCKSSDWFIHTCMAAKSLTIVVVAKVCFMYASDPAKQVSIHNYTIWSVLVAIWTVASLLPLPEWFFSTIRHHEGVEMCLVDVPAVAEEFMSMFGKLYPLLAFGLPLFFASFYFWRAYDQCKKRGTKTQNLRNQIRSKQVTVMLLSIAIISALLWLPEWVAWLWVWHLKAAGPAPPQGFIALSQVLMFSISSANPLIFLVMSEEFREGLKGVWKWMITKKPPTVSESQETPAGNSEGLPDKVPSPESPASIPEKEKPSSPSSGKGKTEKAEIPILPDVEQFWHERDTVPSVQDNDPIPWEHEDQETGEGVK
# TEAD-YAP block: TEAD-YAP interaction inhibition, primary screen, TEAD-YAP interaction inhibitor project, luminescence, HEK-TIYL cells; TEAD-Gal4/YAP UAS-luciferase luminescence; inhibition, % at 9.12 µM; hit rate 1.4% among 640,000; in the data active means inhibition above about 32%;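 further: 0% = median of test compound wells and 100% = reference inhibitor wells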
# MITF primary: MITF inhibitors, primary screen, biochemical, AlphaScreen, human; inhibition, % at 2.6 µM; AlphaScreen MITF homodimerization, bead proximity signal; hit rate 0.91% among 650,000; AID 1259374, 2018; Microphthalmia-associated transcription factor (Homo sapiens), O75030; in the data active means inhibition above about 50%;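 further: 0% = vehicle wells with protein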
# FBW7 act: FBW7 E3 ligase activators, primary screen, biochemical, AlphaScreen, human | normalized activity (activation), % at 26.1 µM | AlphaScreen FBW7–phospho-cyclin E peptide binding, activator screen | hit rate 0.13% among 650,000 | AID 1259310, 2017; in the data active means normalized activity above about 1.9%;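 further: purified mutant Fbw7 with reduced substrate affinity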
# Target sequence (Q969H0 whole entry, looked up): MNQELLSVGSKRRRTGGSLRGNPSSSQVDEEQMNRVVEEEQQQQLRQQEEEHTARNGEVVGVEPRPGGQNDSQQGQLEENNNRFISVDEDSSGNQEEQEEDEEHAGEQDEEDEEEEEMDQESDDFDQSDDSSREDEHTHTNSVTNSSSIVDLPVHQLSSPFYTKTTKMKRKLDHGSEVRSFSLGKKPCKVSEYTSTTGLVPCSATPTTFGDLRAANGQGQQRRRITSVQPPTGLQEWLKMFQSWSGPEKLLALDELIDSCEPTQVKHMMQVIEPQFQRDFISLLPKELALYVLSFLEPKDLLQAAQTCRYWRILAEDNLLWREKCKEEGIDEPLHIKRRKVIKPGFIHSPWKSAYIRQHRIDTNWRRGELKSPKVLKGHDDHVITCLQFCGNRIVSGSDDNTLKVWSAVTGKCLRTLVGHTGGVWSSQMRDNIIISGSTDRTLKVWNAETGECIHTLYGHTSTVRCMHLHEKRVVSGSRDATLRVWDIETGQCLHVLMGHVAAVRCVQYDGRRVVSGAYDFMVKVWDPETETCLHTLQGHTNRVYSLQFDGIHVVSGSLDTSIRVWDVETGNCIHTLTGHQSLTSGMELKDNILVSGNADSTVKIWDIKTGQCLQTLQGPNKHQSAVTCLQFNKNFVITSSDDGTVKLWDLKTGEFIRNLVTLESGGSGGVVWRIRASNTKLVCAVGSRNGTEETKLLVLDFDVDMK
# * = called active by the depositor; & = joins results of further samples.
SMILES,GPR151 activ,TEAD-YAP block,MITF primary,FBW7 act
CC(C)COc1ccc(C(=O)NCC2COc3ccccc3O2)cc1 (stereo unspecified),-0.2,-35.8,-7.6,0.0
CCOC(=O)c1oc2ccccc2c1CN(CC)CC,-0.4,2.5,7.7,0.4
CCC1CCCCN1C(=O)c1cc2cc(Br)cc(OC)c2oc1=O (stereo unspecified),2.3,5.4,-1.8,-0.1
O=C(CCc1ccccc1)NC(=S)Nc1ccc(C(=O)NCC2CCCO2)cc1 (stereo unspecified),2.2,5.0,-3.2,-0.4
COc1cccc(NC(=O)c2ccccc2N(C)S(C)(=O)=O)c1,2.4,7.0,8.1,0.1
CCCN(C(=O)c1ccccc1[N+](=O)[O-])c1c(C)n(C)n(-c2ccccc2)c1=O,-0.7,11.7,12.0,0.2
CCOCCCNS(=O)(=O)c1ccc(NC(=O)Cc2c(F)cccc2Cl)cc1,3.8,2.2,12.8,0.0
CCOCCCNCc1c(C(=O)O)c(C)n(Cc2ccc(F)cc2)c1C,0.3,-1.3,-0.8,0.3
O=C(CSc1ccc2nnc(-c3ccccc3)n2n1)NCCc1ccccc1,-1.1,2.3,11.2,0.8
O=[N+]([O-])c1cccc(S(=O)(=O)/N=C(/Nc2ccccc2)c2ccccc2)c1,-0.8,1.4,11.4,0.2
CCCCCCSC1=C(C#N)C(c2cccc([N+](=O)[O-])c2)CC(=O)N1 (stereo unspecified),0.5,3.3,9.5,0.0
C/C(=N/NC(=O)Cc1cccn1C)c1ccc(Br)cc1,-0.8,1.5,22.9,0.3
Cc1cc(C)n2nc(SCC(=O)NCCc3ccc(Cl)cc3)nc2n1,1.3,-4.1,9.0,0.2
COc1cc(Cl)cc(CN2CCN(C3CCCCC3)C(CCO)C2)c1OC (stereo unspecified),0.3,4.0,4.4,0.0
CC1=C(C(=O)OCCc2ccccc2)C(c2ccccc2C(F)(F)F)C2=C(CCCC2=O)N1 (stereo unspecified),0.2,-16.9,-1.6,0.8
COc1cc(-c2cc(C(F)(F)F)n3ncc(C(=O)Nc4cccc(Cl)c4)c3n2)cc(OC)c1OC,1.0,0.8,15.8,0.3
O=C(c1cccc(Cl)c1)N1CCN(c2ccc([N+](=O)[O-])c(NCc3ccco3)c2)CC1,1.1,-18.3,10.3,-0.1
COc1ccc2nc(C(F)(F)C(F)(F)F)c(C#N)c(N)c2c1,0.2,12.1,0.7,-0.4
O=C(O)Cn1ncc2ccccc21,0.1,-9.8,5.5,0.0
Fc1ccc(NC(=S)N2CCN(c3cccc(C(F)(F)F)c3)CC2)cc1Cl,-0.6,2.1,-9.1,0.1
COc1cccc2c1OCC(C(=O)Nc1ccc(-c3cn[nH]c3)cc1)C2 (stereo unspecified),-0.5,18.4,10.6,0.3
CCCCC(CC)C(=O)Nc1sc(C)c(CC)c1C(N)=O (stereo unspecified),1.9,-11.4,3.6,0.3
O=c1c2ccccc2n2c(=S)[nH]nc2n1-c1ccc(F)cc1F,-0.5,-0.9,15.0,0.0
CC(=O)Nc1ccc(Nc2ccnc(Nc3nccc4ccccc34)n2)cc1,0.1,47.7*,25.1,-0.1
COc1ccc(C2SCC(=O)N2C)cc1 (stereo unspecified),-0.3,-5.0,-3.0,0.0
O=C1C2C(c3ccccc3)C=CC(c3ccccc3)C2C(=O)N1c1ccc(Br)cc1 (stereo unspecified),3.9,0.8,14.6,0.5
Cc1cccc(C)c1N1CCc2cn[nH]c21,-1.5,9.1,13.7,0.1
CCN(CC)C(=O)CCc1nc(-c2ccc(C(C)(C)C)cc2)no1,1.8,-17.3,-9.2,0.1
CCOc1ccc(/C=C/C(=O)Nc2ccc(S(=O)(=O)Nc3cc(C)nc(C)n3)cc2)cc1OC,-0.6,-11.9,11.6,0.6
O=C(N/N=C\c1c[nH]c2ccccc12)c1cccs1,-1.3,-89.0,6.8,0.0
Cc1nc(SCC(=O)NNC(=O)c2cccs2)n[nH]1,5.8*,-0.5,10.3,0.5
O=C(NCc1ccccc1)C(Sc1nc2ccccc2c(=O)n1CC1CCCO1)C(=O)NCc1ccccc1 (stereo unspecified),0.2,-2.2,-4.1,-0.1
CC1=C(C(=O)Nc2ccc(C)cc2C)C(c2cccc([N+](=O)[O-])c2)n2nnnc2N1 (stereo unspecified),-0.1,-3.1,-19.0,0.1
COCCNCCOCCOc1ccccc1I,0.5,-3.5,26.3,-0.1
CCOc1ccc(C(=O)Nc2c3c(nn2-c2ccccc2C)CSC3)cc1OCC,-0.1,-1.4,-6.0,0.0
COc1ccccc1NC(=S)NC12CN3CN(CN(C3)C1)C2,1.3&0.7,2.9&4.4,9.5&2.3,0.0&0.1
CCN(CC)C(=O)CSC1=Nc2ccccc2C2=NC(c3ccccc3)C(=O)N12 (stereo unspecified),-0.5,-2.7,4.5,-0.1
Cc1cc(C)c(-n2c(O)c(C=Nc3cccc(O)c3)c(=O)[nH]c2=O)c(C)c1,1.6&2.4,6.0&-8.5,-5.1&-8.7,0.1&-0.1
CCOC(=O)C1CCN(C(=O)c2sc3ncn(CC(=O)Nc4ccccc4OC)c(=O)c3c2C)CC1,-0.3,-0.2,4.7,-0.2
CCOC(C)C(=O)Nc1ncnc2nc[nH]c12 (stereo unspecified),0.0,-8.8,-17.8,0.0
COC(=O)C(=C/C(Cl)=C/N(C)C)C(=O)OC,1.2,-4.1,-14.4,-0.1
CC(NC(=O)c1cc(-c2ccc(Cl)c(Cl)c2)nc2ccccc12)c1ccccc1 (stereo unspecified),0.1,11.3,10.7,0.7
O=C(NCCCN1CCCC1=O)c1cc2c(s1)-c1ccccc1OC2,-0.4,-23.4,0.3,-0.1
COc1ccc(N2C(=N)S/C(=C\c3cn[nH]c3-c3ccc(F)cc3)C2=O)cc1,-1.0,-5.3,1.4,0.1
CCOC(=O)c1nnn(-c2nonc2N)c1-c1ccc(OC)c(OC)c1,-0.8,10.1,5.5,-0.1
CCN(C(=O)C1CCC1)c1nnc(-c2ccc(OC)cc2)s1,2.4,-89.3,-10.8,0.2
CC1CCCN(S(=O)(=O)c2ccc(CCN3C(=O)c4cccnc4C3=O)cc2)C1 (stereo unspecified),-0.9,1.1,2.9,-0.2
CCc1ccc2c(c1)c(=O)c(C(=O)c1ccc(F)cc1)cn2CC(=O)Nc1ccc(C)cc1,-1.2,-1.1,11.4,0.1
Cc1cccc(C(=O)Nc2ccc(S(=O)(=O)Nc3nccs3)cc2)c1[N+](=O)[O-],0.3,9.2,3.7,0.0
O=C(NCc1cccnc1)C(=O)N/N=C/c1cccc(Br)c1,-1.4,3.1,11.4,0.1
# Following part
SMILES,GPR151 activ,TEAD-YAP block,MITF primary,FBW7 act
Cc1nn(C)c(C)c1-c1nc2ccc(C(=O)NCc3cccc(C(F)(F)F)c3)cc2s1,-0.3,-0.1,14.4,0.0
COC(=O)c1ccc2c(c1)C(=O)/C(=C/c1ccc(OC)cc1)O2,0.7,-34.1,-1.6,-0.4
COCCNS(=O)(=O)c1ccc(Nc2nccc(-c3ccccc3)n2)cc1,1.3,-14.3,-6.0,0.1
O=c1c2cccc3cc([N+](=O)[O-])cc(c32)c2nc3ccccc3n12,0.1,3.4,-6.1,0.2
CCc1ccc(C2C(C(=O)OC3CCCCC3)=C(C)NC3=C2C(=O)CC(c2ccccc2)C3)cc1 (stereo unspecified),-1.4,7.9,10.9,-0.1
C/C(CC(=O)Nc1cccc(Cl)c1C)=N\NC(=O)c1ccccc1F,-0.3,-52.5,-3.4,-0.1
Cc1ccc(-c2c3c(nc4sc(C(N)=O)c(N)c24)CCC3)cc1,-0.8,4.0,1.8,0.1
CC1CCc2c(sc3nc(SCC(=O)Nc4c[nH]c(=O)[nH]c4=O)[nH]c(=O)c23)C1 (stereo unspecified),-1.5,2.2,9.6,0.9
Cc1c(C(=O)N2CCCC2)sc2ncn(CC(=O)N3CCCCC3)c(=O)c12,-0.5,-1.1,7.9,-0.1
COc1cc2cc(C)c(SCC(=O)N3CCCC3)nc2cc1OC,-0.1,-7.0,-0.8,0.0

# Laid out differently: results already given.
# Second line of a record – GPR151 activ	TEAD-YAP block	MITF primary	FBW7 act
> O=c1c2cccc3cc([N+](=O)[O-])cc(c32)c2nc3ccccc3n12
 : 0.1	3.4	-6.1	0.2
> CCc1ccc(C2C(C(=O)OC3CCCCC3)=C(C)NC3=C2C(=O)CC(c2ccccc2)C3)cc1 (stereo unspecified)
 : -1.4	7.9	10.9	-0.1
> Cc1ccc(-c2c3c(nc4sc(C(N)=O)c(N)c24)CCC3)cc1
 : -0.8	4.0	1.8	0.1
> CC1CCc2c(sc3nc(SCC(=O)Nc4c[nH]c(=O)[nH]c4=O)[nH]c(=O)c23)C1 (stereo unspecified)
 : -1.5	2.2	9.6	0.9
> COCCNS(=O)(=O)c1ccc(Nc2nccc(-c3ccccc3)n2)cc1
 : 1.3	-14.3	-6.0	0.1
> COC(=O)c1ccc2c(c1)C(=O)/C(=C/c1ccc(OC)cc1)O2
 : 0.7	-34.1	-1.6	-0.4
> Cc1nn(C)c(C)c1-c1nc2ccc(C(=O)NCc3cccc(C(F)(F)F)c3)cc2s1
 : -0.3	-0.1	14.4	0.0

# Following part:
SMILES,GPR151 activ,TEAD-YAP block,MITF primary,FBW7 act
COc1ccc(S(=O)(=O)N2CC=C(C(=O)NCc3ccccc3OC)CC2)cc1,-0.6,5.7,-13.0,-0.2
Cc1cccc(/C=N/NC(=O)c2cc(Br)ccc2O)n1,-2.9,-16.4,12.3,-0.1
CC(=O)CC1(C#N)C(N)=C(C=O)CC1(C#N)C#N (stereo unspecified),0.3,8.1,12.4,0.1
CC1=C(C(=O)OC2CCCC2)C(c2ccc(Cl)cc2)CC(=O)N1 (stereo unspecified),1.6,2.8,-5.5,-0.1
c1cc(-c2ocnc2-c2ccc3cn[nH]c3c2)cc(Nc2ccc(N3CCOCC3)cc2)n1,1.5,58.4*,-4.4,-0.5
NN1C(=O)/C(=C2/Sc3ccccc3N2CCCS(=O)(=O)O)SC1=S,-0.8,3.1,6.2,-0.3
CCN(CC)C(C(=O)NC1CCCC1)c1ccc(Cl)cc1 (stereo unspecified),-1.5,9.7,0.9,0.5
O=C(CCc1n[nH]c(=O)[nH]c1=O)N/N=C/c1ccccc1OCc1ccccc1,-2.1,-17.1,23.7,0.5
O=C(/C=C/c1cccs1)c1ccncc1,-0.3,-9.5,-14.0,-0.2
Cc1ccc2oc3c(c(=O)c2c1)C(c1ccccn1)N(c1cc(C)on1)C3=O (stereo unspecified),0.8,0.6,10.3,0.5
Cc1cc(C)n(-c2cc(NCCNC(=O)COc3ccccc3)nc(C)n2)n1,-0.1,2.7,4.2,0.0
O=C(NCCCn1ccnc1)c1cc2ncc(Br)cn2n1,0.5,-6.8,4.6,0.0
CCC(=O)Nc1sc2c(c1C(=O)Nc1cccc(C)c1)CCCCC2,-1.8,-11.0,-3.8,0.2
COc1ccc(Cl)cc1NC(=O)c1cnn2c1NC(c1cccs1)CC2C(F)(F)F (stereo unspecified),-1.2,1.8,5.4,-0.1
COc1cc([N+](=O)[O-])ccc1NC(=O)CN1C(=O)c2ccccc2C1=O,1.3,1.4,-2.6,0.1
N#Cc1cc(-c2c[nH]c3ccccc23)no1,1.8,3.0,5.4,0.2
CC1=C(C(=O)OC2CCCC2)C(c2ccsc2)C2=C(CC(c3cccs3)CC2=O)N1 (stereo unspecified),-1.4,10.0,2.3,0.4
CC1(C)CC(=O)C2(OC3=C(S2)C(=O)CC(C)(C)C3)C(=O)C1,0.0,-0.2,-2.1,-1.0
COc1cccc(N2C(=O)CN(C(=O)COc3ccc(C(C)=O)cc3)CC2C)c1 (stereo unspecified),-1.1,4.3,7.0,0.9
O=C(c1ccc(SCc2ccncc2)c([N+](=O)[O-])c1)N1CCN(c2ccccc2)CC1,-1.0,-1.9,21.9,-0.1
CCOc1c(CNCc2ccc(F)cc2)cccc1OC,-0.2,-2.3,-3.9,0.1
O=C(O)COc1ccccc1/C=C1\C(=O)NC(=O)N(c2cccc([N+](=O)[O-])c2)C1=O,-1.6,0.4,54.8*,-0.2
CC(C)NS(=O)(=O)c1ccc2[nH]c3nc(SCC(=O)NCc4cccs4)nnc3c2c1,-1.1,3.6,-6.3,0.0
Nc1ccc(C(=O)Nc2nc3c(ccc4ccccc43)s2)cc1,1.1,-8.1,13.2,0.2
Cc1ccc(OCc2ccc(C(=O)Nc3ccccc3C(N)=O)cc2)cc1,-0.5,-5.4,3.1,0.2
COc1ccccc1NC(=O)c1ccc(SCC(=O)N2CCN(Cc3ccccc3)CC2)c([N+](=O)[O-])c1,1.2,-4.3,9.2,-0.2
Cc1ccc(-n2c(C)cc(/C=N/NC(=O)c3cccnc3)c2C)c(C)c1,-0.2,6.5,8.5,0.2
O=C(CCc1nc2ccccc2c(=O)[nH]1)OCC(=O)C12CC3CC(CC(C3)C1)C2,0.2,2.7,0.8,0.1
COc1cc2c(cc1OC)CN(CN1C(=O)c3cccc([N+](=O)[O-])c3C1=O)CC2,-1.5,0.0,7.9,0.0
COc1ccc(NC(=S)NC(=O)/C=C/c2ccco2)c(OC)c1,-0.1,-8.1,-1.2,-0.1
CCC(=O)N=c1sc2cc(Br)ccc2n1CC,4.1,2.3,5.8,0.2
COC(=O)C(CC(C)C)NS(=O)(=O)c1cc(Cl)ccc1Cl (stereo unspecified),0.4,-7.3,-4.2,-0.1
COCCN(CCOC)c1ncnc2c1c(-c1ccccc1)cn2-c1ccc(F)cc1,-1.2,-14.6,2.9,0.0
CC(=O)c1ccc(S(=O)(=O)NCCOc2ccccc2)cc1,0.1,2.8,3.9,0.0
COc1cc(Br)cc(/C=N/n2cnnc2)c1O,1.3,10.3,8.0,0.1
COc1cc(/C=N/Nc2nnc(C)c(=O)[nH]2)cc(OC)c1OC,0.4,8.7,-4.6,0.1
